High-throughput results deposited in PubChem by The Scripps Research Institute Molecular Screening Center.
KLK7 zymogen act – proKLK7 zymogen activators, primary screen, biochemical, fluorescence intensity; purified proKLK7, EDANS-DABCYL substrate fluorescence; 100% is mature enzyme control, 0% vehicle; activation, % at 7 µM; hit rate 0.9% among 370,000; AID 652039, 2013;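 active means activation above the mean of all tested compounds plus 3 SD, computed per campaign excluding outliers beyond control limits, cut at about 13% in these data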
Tn7 DDE FP – inhibitors of Tn7 peptide binding to fibrin DD(E), primary screen, biochemical, fluorescence polarization, human fibrin, Tn7 probe. Fibrinogen beta chain (Homo sapiens), P02675. FP displacement of FITC-Tn7 peptide from fibrin DD(E); 0% = median of compound wells per plate. inhibition, % at 8.3 µM. hit rate 0.13% among 370,000;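 active means inhibition above the mean of compounds falling within the control limits plus 3 SD of them, cut at about 14% in these data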;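 further: 0% = plate median of compound wells and 100% = 10 µM Aha-Tn7 peptide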
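Test system – human fibrin DD(E) · Times – 10 min preincubation, 3 h with tracer, room temperature · Detection – fluorescence polarization of the labelled Tn7 tracer · Measure – percent inhibition normalized to high-control wells · Benchmarks – high control wells with 10 µM unlabelled Aha-Tn7 peptide (full inhibition) · Repeats – singlicate testing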
ARFGAP1 inhibitor – inhibitors of rat ARFGAP1 GAP activity, primary screen, biochemical, fluorescence polarization, GDP tracer. ADP-ribosylation factor GTPase-activating protein 1 (Rattus norvegicus), Q62848. Arfgap1-stimulated ARF1 GTP hydrolysis, GDP FP detection. inhibition, % at 16.5 µM. hit rate 0.26% among 360,000;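 active means inhibition above a per-plate limit, mean inhibition of low control wells plus 3 SD, cut at about 25% in these data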;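 further: 0% = DMSO wells with enzyme and 100% = wells lacking Arfgap1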
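Assay system: Rat Arfgap1 GAP domain (His6, aa 1-136), purified enzyme | Buffer or medium: HEPES 25 mM pH 7.5, NaCl 150 mM, MgCl2, DTT | Schedule: GTP hydrolysis reaction 2 h at 25 °C | Signal: FP of antibody-bound GDP Alexa 633 tracer, ex 620/em 688 nm | Measure: Percent inhibition of Arfgap1-stimulated GTP hydrolysis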
LEDGF integ inh – blockers of LEDGF/p75-dependent integrase strand transfer – biochemical, TR-FRET, high throughput, primary screen; TR-FRET IN-LEDGF/p75 DNA integration, Eu/Cy5; hit rate 0.64% among 370,000; AID 743269, 2014; inhibition, % at 3.7 µM; HIV-1 integrase (with human LEDGF/p75);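 active means inhibition above the screen-wide mean plus 3 SD, cut at about 13% in these data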;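 further: signal is the Cy5 over europium emission ratio at 671 and 618 nm; 0% = plate median of compound wells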
TDP2 inh – human TDP2 enzyme inhibitors, primary screen, biochemical, epi absorbance, recombinant enzyme. Tyrosyl-DNA phosphodiesterase 2 (Homo sapiens), O95551. T5PNP hydrolysis, p-nitrophenol absorbance 415 nm. inhibition, % at 12.8 µM. hit rate 0.34% among 370,000;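 active means inhibition above the mean of all tested compounds plus 3 SD, set per campaign, cut at about 25% in these data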;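 further: 0% = DMSO with enzyme and 100% = buffer with substrate but no TDP2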
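Test system: human TDP2 enzyme; Input: 120 nM TDP2 per well; Buffer or medium: Mg2+-containing Tris-HCl buffer, pH 7.5; Reagent: 5 mM T5PNP; Dosing: 12.8 µM single point, 1% DMSO; Incubation: reaction 2 h, 37 °C; Detection: p-Nitrophenol epi absorbance; Read-out: % inhibition relative to enzyme-containing and enzyme-free wells; Replicates: single well per compound.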
ADAM10 inh – human ADAM10 inhibitors, primary screen, biochemical, QFRET, HTS; recombinant ADAM10, EDANS/DABCYL FRET peptide cleavage, 3 h; inhibition, % at 7 µM; hit rate 0.62% among 370,000; Disintegrin and metalloproteinase domain-containing protein 10 (Homo sapiens), O14672;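 active means inhibition above a per-campaign cutoff equal to the mean of compounds falling between control-based bounds plus 3 SD, cut at about 20% in these data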;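 further: 0% = DMSO wells while the 100% control is not disclosed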
Target sequence (O14672 214-748 limits assumed): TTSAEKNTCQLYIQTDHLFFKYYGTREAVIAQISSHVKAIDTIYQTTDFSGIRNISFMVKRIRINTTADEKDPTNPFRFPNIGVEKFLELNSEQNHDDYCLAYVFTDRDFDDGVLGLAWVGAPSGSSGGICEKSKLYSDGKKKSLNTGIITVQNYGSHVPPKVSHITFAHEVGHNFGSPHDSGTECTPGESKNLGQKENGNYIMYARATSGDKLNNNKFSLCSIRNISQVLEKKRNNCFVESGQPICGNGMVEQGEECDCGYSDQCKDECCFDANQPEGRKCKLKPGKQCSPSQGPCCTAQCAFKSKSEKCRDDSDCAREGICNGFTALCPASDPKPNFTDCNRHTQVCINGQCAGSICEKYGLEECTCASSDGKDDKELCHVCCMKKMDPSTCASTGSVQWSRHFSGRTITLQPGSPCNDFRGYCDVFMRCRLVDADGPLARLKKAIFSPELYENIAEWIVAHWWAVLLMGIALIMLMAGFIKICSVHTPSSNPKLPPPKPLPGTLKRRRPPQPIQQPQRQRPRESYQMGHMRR
ASAP1 inh – inhibitors of human ASAP1 ArfGAP activity, primary screen, biochemical, fluorescence polarization; Arf-GAP with SH3 domain, ANK repeat and PH domain-containing protein 1 (Homo sapiens), …; ASAP1-stimulated ARF1 GTP hydrolysis, GDP FP detection; inhibition, % at 16.5 µM; hit rate 0.19% among 360,000; AID 624377, 2012; in the data active means inhibition above about 25%;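 further: 0% = vehicle with enzyme and substrate and 100% = no enzyme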
Target sequence (Q9ULH1 325-724 limits assumed): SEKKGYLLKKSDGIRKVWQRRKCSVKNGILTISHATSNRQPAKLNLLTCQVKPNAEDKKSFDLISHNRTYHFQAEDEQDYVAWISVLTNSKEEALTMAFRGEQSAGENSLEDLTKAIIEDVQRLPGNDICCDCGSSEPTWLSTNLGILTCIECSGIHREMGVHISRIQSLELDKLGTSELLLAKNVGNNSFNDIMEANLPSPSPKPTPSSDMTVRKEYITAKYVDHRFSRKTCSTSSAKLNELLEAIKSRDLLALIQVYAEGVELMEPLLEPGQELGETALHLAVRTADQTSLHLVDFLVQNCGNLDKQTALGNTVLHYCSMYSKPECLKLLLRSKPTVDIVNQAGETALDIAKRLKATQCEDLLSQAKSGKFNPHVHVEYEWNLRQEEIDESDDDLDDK
ADAM17 inh – ADAM17 inhibitors, primary screen, biochemical, QFRET. recombinant ADAM17, EDANS/DABCYL FRET peptide cleavage. hit rate 0.83% among 370,000. inhibition, % at 6.95 µM. Disintegrin and metalloproteinase domain-containing protein 17 (Homo sapiens), P78536. AID 720648, 2013;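 active means inhibition above the mean of compounds lying between control limits plus 3 SD, set per campaign, cut at about 8.5% in these data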;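 further: 0% = DMSO-only wells as the low control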
PLCg1 inh – PLC-gamma1 enzyme inhibitors, primary screen, biochemical, fluorescence, purified enzyme. fluorogenic substrate. inhibition, % at 12.2 µM. hit rate 0.84% among 370,000. AID 720700, 2013; in the data active means inhibition above about 9.5%
DDE Tn6 FP inh – inhibitors of Tn6 peptide binding to fibrin DD(E), primary screen, biochemical, fluorescence polarization, human fibrin, Tn6 probe; AID 720509, 2013; inhibition, % at 8.3 µM; hit rate 0.21% among 370,000; Fibrin DD(E) TRITC-Tn6 fluorescence polarization displacement;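 active means inhibition above a per-campaign cutoff: mean of compounds within control limits plus 3 SD, cut at about 15% in these data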;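 further: 0% = median of all compound wells on the plate and 100% = blocking peptide control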
Numbers without * were called inactive; . = no result given. An unsorted share of the library; about 4.2% have a hit in one of these screens.

SMILES	KLK7 zymogen act	Tn7 DDE FP	ARFGAP1 inhibitor	LEDGF integ inh	TDP2 inh	ADAM10 inh	ASAP1 inh	ADAM17 inh	PLCg1 inh	DDE Tn6 FP inh
COc1ccccc1C(=O)NC(=O)COC(=O)c1nc2nc(C)cc(C)n2n1	0.3	-2	-3	6	-12	-2	-1	0	1	1
COc1ccc(C2CC(=O)c3cnc(NC(=O)c4ccccc4OC)nc3C2)c(OC)c1 (stereo unspecified)	0.6	2	4	0	7	5	9	-6	-2	-15
CCCCCOC(=O)CSc1n[nH]c(=O)[nH]c1=O	0.2	4	7	-2	-7	-4	-5	-2	-1	3
O=C(Nc1ccc(C(=O)Oc2ccccc2)c(O)c1)c1ccccc1	0.1	-12	18	3	0	3	6	2	-5	-10
Nc1c(-c2ccccc2)c(CN2CCOCC2)nn1-c1ccc(C(=O)O)cc1	0.2	3	-2	-4	-9	0	14	-3	-1	1
NCC(=O)Nc1ccc(Cl)cc1C(=O)c1ccc[nH]1	0.0	4	8	-1	-2	-6	-1	-6	-6	1
CCOc1ccc(S(=O)(=O)N(CC(=O)O)c2ccccc2)cc1	0.2	10	-2	2	4	-16	2	-8	-5	6
O=C(C1CCC(=O)N1C1CCCCC1)N1CCN(c2ccc(F)cc2)CC1 (stereo unspecified)	-0.5	4	-5	1	8	1	-5	-5	1	1
COc1ccc(C(=O)O/N=C(/C)c2cccs2)cc1	-0.1	2	6	0	-2	4	4	0	4	9
CC(C)CCNC(=O)C1(O)c2ccccc2NC(=O)N1c1ccc(Cl)cc1 (stereo unspecified)	-0.1	5	-7	-2	-12	2	-23	-5	-1	8
O=C(CSc1nncc2ccccc12)N1CCCCC1	-0.3	-4	-2	1	2	3	-12	1	-2	4
COc1cc(NC(=O)c2ccc(Cl)cc2Cl)ccc1NC(=O)c1cccs1	-0.3	4	-2	7	-2	7	8	-1	1	-9
CC12CCC(=O)N1C(C(=O)OCC(=O)Nc1cccc(S(=O)(=O)N3CCCCCC3)c1)CS2 (stereo unspecified)	-0.1	5	-7	0	7	0	-11	1	1	4
COC(=O)c1[nH]c2ccccc2c1NC(=O)CN1CC(C)OC(C)C1 (stereo unspecified)	-0.1	-2	-4	-4	-8	-8	1	-7	-7	-1
O=C1C(=O)N(CCCn2ccnc2)C(c2ccc([N+](=O)[O-])cc2)/C1=C(\O)c1ccc2c(c1)OCCO2 (stereo unspecified)	0.3	3	10	-2	6	-8	10	2	1	1
Cc1ccccc1NC(=O)CCCSc1nc2ccccc2s1	-0.3	-1	-5	-1	-10	7	-3	2	-1	7
O=S(Cc1ccc(Cl)cc1)c1ncc(CO)n1Cc1ccccc1 (stereo unspecified)	-0.2	7	0	4	-9	9	-3	3	4	-3
COc1ccc(NC(=O)Cc2ccc(C)c(C)c2)cc1Cl	-0.2	2	1	0	-11	12	-7	-1	3	2
COc1cc(OC)c(C(=O)Oc2ccc3c(c2)OCO3)cc1OC	0.4	-3	-6	2	-10	13	12	8	11*	3
O=C(O)CSc1nnc(Nc2ccccc2)n1-c1ccccc1	0.2	1	-11	0	2	9	1	-15	0	0
COc1cccc(NC(=S)N2CCN(C/C=C/c3ccccc3)CC2)c1	0.2	-2	2	-2	-6	-8	5	-1	2	-2
Cc1ccc(CNC(=O)CO/N=C/c2ccc3c(c2)OCO3)cc1	0.0	-3	-13	-1	8	9	7	0	-1	5
COc1cc(C(=O)NC(C)c2cnn(-c3ccccc3C)c2C)cc(OC)c1OC (stereo unspecified)	0.2	-3	1	2	8	2	-3	1	1	-3
CC(C)CC1NC(=O)N(CC(=O)Nc2cc([N+](=O)[O-])ccc2F)C1=O (stereo unspecified)	-0.3	-2	1	4	-1	-8	-2	-3	-1	-3
CCCCCCCCSc1nnc(/N=C/N(C)C)s1	0.0	1	2	0	-8	3	2	5	6	8

Five compounds from above, arranged by their value in KLK7 zymogen act, lowest first:
Structure	KLK7 zymogen act
COC(=O)c1[nH]c2ccccc2c1NC(=O)CN1CC(C)OC(C)C1 (stereo unspecified)	-0.1
Cc1ccc(CNC(=O)CO/N=C/c2ccc3c(c2)OCO3)cc1	0.0
Nc1c(-c2ccccc2)c(CN2CCOCC2)nn1-c1ccc(C(=O)O)cc1	0.2
COc1cc(OC)c(C(=O)Oc2ccc3c(c2)OCO3)cc1OC	0.4
COc1ccc(C2CC(=O)c3cnc(NC(=O)c4ccccc4OC)nc3C2)c(OC)c1 (stereo unspecified)	0.6

The main list resumes with the 4 entries that preceded the break.
SMILES	KLK7 zymogen act	Tn7 DDE FP	ARFGAP1 inhibitor	LEDGF integ inh	TDP2 inh	ADAM10 inh	ASAP1 inh	ADAM17 inh	PLCg1 inh	DDE Tn6 FP inh
Cc1ccc(CNC(=O)CO/N=C/c2ccc3c(c2)OCO3)cc1	0.0	-3	-13	-1	8	9	7	0	-1	5
COc1cc(C(=O)NC(C)c2cnn(-c3ccccc3C)c2C)cc(OC)c1OC (stereo unspecified)	0.2	-3	1	2	8	2	-3	1	1	-3
CC(C)CC1NC(=O)N(CC(=O)Nc2cc([N+](=O)[O-])ccc2F)C1=O (stereo unspecified)	-0.3	-2	1	4	-1	-8	-2	-3	-1	-3
CCCCCCCCSc1nnc(/N=C/N(C)C)s1	0.0	1	2	0	-8	3	2	5	6	8
Cc1ccc(Cn2c(C)nc3ccc([N+](=O)[O-])cc3c2=O)cc1	0.3	-4	3	4	7	5	-12	0	6	-6
Cc1nccn1CCCNC(=O)c1nc(Cn2cc([N+](=O)[O-])cn2)no1	0.1	-1	12	1	-16	13	-1	4	9.6*	2
Cc1cc(C)c2c(NC(=S)NC(=O)c3ccccc3)nn(C)c2n1	0.0	-6	2	7	-21	6	4	1	9	-1
CCn1nnnc1NC(=O)c1cccc(OC)c1	-0.1	4	18	-5	-13	-1	4	-10	-4	-6
CCOC(=O)CC(NC(=O)c1cc2cccc(OC)c2oc1=O)c1cccc([N+](=O)[O-])c1 (stereo unspecified)	-0.9	-3	6	-2	-1	-6	-2	-3	-32	1
Cc1cc2ccccn2c1C(=O)Nc1ccc(Cl)cc1	-16	5	0	-4	2	-88	2	-31	-51	1
O=C(c1ccccc1-c1ncc[nH]1)N1CCc2c([nH]c3ccccc23)C1c1ccccn1 (stereo unspecified)	0.2	5	0	0	4	2	-3	-1	-1	-3
O=C(/C=C/c1ccccc1)Oc1ccccc1C(=S)N1CCOCC1	-0.4	1	0	3	-2	5	2	0	2	-1
Cc1ccc2[nH]c(C(=O)N3CCCCC3)cc2c1	-0.1	-4	9	-2	-1	-8	-1	-6	-2	4
CCOC(=O)C1=C(N)Oc2cc(O)ccc2C1c1cccnc1 (stereo unspecified)	-0.2	-5	5	2	1	-1	6	-2	0	-4
Cc1ccc(N=Cc2cc3c(cc2O)OC(N)=C(C#N)C3c2ccccc2)cc1 (stereo unspecified)	-30	7	-14	30*	-1	-59	2	-15	-44	3
Cc1cc(NC(=O)c2ccccc2F)n(-c2nc3ccccc3[nH]2)n1	-0.3	-9	2	1	7	-1	5	-3	-3	-10
c1ccc(-c2cc(-c3ccccc3)n3ncnc3n2)cc1	0.5	4	11	0	8	-108	-7	-32	-13	7
Cc1ccc2nc(NCc3ccc(F)cc3)c3nncn3c2c1	0.0	-4	4	-1	23	0	7	-3	0	9
O=C(O)CCCC(=O)OCCCCc1cccs1	-0.5	-10	0	-3	-2	-11	13	1	1	-1
O=C(COc1ccccc1)NCC1(N2CCCCC2)CCCCC1	-0.2	6	-18	-10	-1	-4	5	-3	-2	3
Cc1ccc2nc(N3CCN(S(=O)(=O)c4ccc5c(c4)OCCO5)CC3)c(C#N)cc2c1	0.9	4	-8	-1	-6	-156	6	-61	-57	3
O=C(Oc1coc(CSc2nnc(NC(=O)c3cccs3)s2)cc1=O)c1ccccc1	-0.2	4	2	13	7	5	5	3	-5	-10
COc1ccc(C(=O)Nc2cccc(-c3ccc(N4CCOCC4)nn3)c2)cc1OC	0.2	4	29*	-1	-5	-16	0	-6	-21	-4
Cc1ccc(S(=O)(=O)N2CCN(C(=O)CCN3C(=O)c4ccccc4C3=O)CC2)cc1C	-0.7	7	-8	-2	2	-2	-2	-1	1	9
CCCCn1c(N)c(N(CCOC)C(=O)c2ccc(-c3ccc([N+](=O)[O-])cc3)o2)c(=O)[nH]c1=O	-0.6	-9	-4	-3	-15	3	3	7	-1	3
O=C(CN1CCCc2ccccc21)NCc1ccccc1F	0.1	2	.	0	7	-13	.	-4	-8	2
